High-throughput results: PubChem, National Center for Advancing Translational Sciences (NCATS)
APEX1 inh: APE1 (human) endonuclease inhibition; P27695; recombinant APE1, TAMRA/BHQ-2 abasic DNA cleavage fluorescence; Potency, µM (titrated, usually from 65.8 µM), for the others: top-dose activity change, negative = inhibition, actives largely listed as inhibitors; 0.35% of 350,000 active;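 further: potency means the concentration at half of the fitted maximal effect; plate controls were vehicle for no effect and reference inhibitor for full effect; nearly all actives have a fitted effect of over 55% in size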
Target sequence (P27695 whole entry, looked up): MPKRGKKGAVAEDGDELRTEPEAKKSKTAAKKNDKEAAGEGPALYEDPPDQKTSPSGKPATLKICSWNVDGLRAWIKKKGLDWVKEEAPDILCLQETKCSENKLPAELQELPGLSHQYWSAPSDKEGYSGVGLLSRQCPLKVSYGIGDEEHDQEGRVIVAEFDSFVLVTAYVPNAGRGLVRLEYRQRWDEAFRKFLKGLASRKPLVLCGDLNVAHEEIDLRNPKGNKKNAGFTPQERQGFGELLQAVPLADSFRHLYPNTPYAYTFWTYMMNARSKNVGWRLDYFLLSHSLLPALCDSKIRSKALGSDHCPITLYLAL
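Activity was derived from the fluorescence gain between first and third kinetic reads (60 s intervals, ex 525/em 598 nm) after 50 nM THF-abasic TAMRA/BHQ-2 duplex was added to 0.75 nM APE1 preincubated 15 min with compound.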
LDHA block: inhibitors of human lactate dehydrogenase A; P00338; purified LDHA, NADH/diaphorase-resazurin fluorescence; stronger effect = lower value; activity change, % (values are at about 110 or 230 µM); 0.15% of 480,000 active; AID 1347041; in the data active means activity change below about -30%; inconclusive means mostly about -25% to -30%;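 further: plate controls were DMSO wells for no effect and wells without enzyme for full effect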
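Human LDH5 (2 nM) was incubated with 0.06 mM NADH and 0.2 mM pyruvate for 5 min at room temperature in Tris pH 7.4. Remaining NADH was coupled through diaphorase/resazurin, and resorufin fluorescence was read at 0 and 20 min.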
POLB inh: inhibitors of human DNA polymerase beta | P06746 | Pol beta primer extension/strand displacement, fluorescence kinetic | Potency, µM (highest dose often 114 µM), inactives show top-dose activity change, negative = inhibition, actives largely listed as inhibitors | 1.3% of 340,000 active | AID 485314; further: potency means the concentration at half of the fitted maximal effect; on the % scale 0 is the no-effect control and ±100 the full control effect
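Values derive from four-parameter Hill fits of normalized kinetic data: reads at 0 and 10 min following addition of 50 nM substrate to 10 nM Pol beta preincubated 15 min with compound.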
ERG Ets-DNA blk: ERG Ets/DNA interaction inhibition | AID 624246 | 0.028% of 370,000 active | fluorescence polarization, His-ERG Ets domain / labelled DNA | Potency, µM (doses to about 76.9 µM), for the others: at the top dose FP activity, negative = inhibition, actives largely listed as inhibitors | P11308; active means well fitted inhibition curve with a large enough effect in the polarisation, with a control signal flat; inconclusive means small, poorly fitted or top-dose-only effect, or effect the other way, or a change in a side signal; inactive means no such curve, though single readings can be large or run the other way; the % refers to the polarisation;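 further: polarization taken with two DNA probes labelled with fluorescein and Texas red; potency means the concentration at half of the fitted maximal effect; % of control where 0% means no effect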
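His-tagged ERG Ets domain (1 uM in the protein solution; 300mM KCl, 50mM Tris-HCl, 1mM EDTA, 1mM DTT, pH 7.5) received compound, then a probe mix of 5 nM fluorescein-DNA and 100nM Texas-615-DNA. Fluorescence polarization was read for both dyes.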
POLK inh: inhibitors of human DNA polymerase kappa; purified Pol kappa, fluorescent DNA synthesis assay, 10 min; Potency, µM (series often up to 107 µM), for the others: at the highest dose activity, negative = inhibition, hits mostly inhibitors; 0.53% of 400,000 active; AID 588579; further: potency means the concentration at half of the fitted maximal effect; on the % scale 0 is the no-effect control and ±100 the full control effect
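Kinetic fluorescence screen: compound preincubated 15 min RT with 10 nM enzyme; 50 nM substrate (final) initiates; reads at 0/10 min.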
RGS4 inh: human RGS4 inhibition. Transcreener GDP fluorescence polarization, RGS4-accelerated GTP hydrolysis. Potency, µM (highest dose often 114 µM), without a hit: at the highest dose activity change, negative = inhibition, hits mostly inhibitors. 0.039% of 390,000 active; further: potency means the concentration at half of the fitted maximal effect; on the % scale 0 is the no-effect control and ±100 the full control effect; nearly all actives have a fitted effect of over 75% in size; some results filed as inactive show a strong effect at the top dose
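MLSMR compounds (23 nl, pin-transferred) preincubated 10 min at room temperature with a 500nM (2x) first reagent, then RGS4 at 900nM (2x) plus Transcreener GDP mix added; fluorescence polarization (620/688 nm) read before and after 90 min at 30 °C.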
12-LOX inh: blocks human arachidonate 12S-lipoxygenase; purified 12hLO, xylenol orange hydroperoxide absorbance; Potency, µM (doses to about 108 µM), for the others: top-dose activity change, negative = inhibition, usual class: inhibitors; 1.1% of 580,000 active; further: potency means the concentration at half of the fitted maximal effect; on the % scale 0 is the no-effect control and ±100 the full control effect
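Hydroperoxide product was detected by ferrous iron/xylenol orange as the 573 to 405 nm absorbance ratio. Arachidonic acid at 40 uM (final) was turned over for 30 min at room temperature by 150 nM human 12hLO, pH 7.0 Hepes buffer, after 15 min compound preincubation.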
Anesthetic bind: binds horse apoferritin like a general anesthetic. P02791. apoferritin/1-aminoanthracene competitive binding, fluorescence. Potency, µM (highest dose often 77.5 µM), inactives show top-dose activity change, negative = displacement, usual class: inhibitors. 0.074% of 350,000 active. AID 485281; further: potency means the concentration at half of the fitted maximal effect; on the % scale 0 is the no-effect control and ±100 the full control effect; nearly all actives have a fitted effect of over 20% in size
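In PBS, apoferritin at 10 uM is loaded with 1-AMA from a 50% saturated solution. After 10 min of compound exposure at ambient temperature, reduced 535 nm fluorescence indicates probe displacement.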
POLH inh: blocks human DNA polymerase eta activity | 1.2% of 390,000 active | recombinant Pol eta, fluorescent DNA replication assay | Q9Y253 | Potency, µM (series often up to 114 µM), for inactives: top-dose activity change, negative = inhibition, hits mostly inhibitors; further: potency means the concentration at half of the fitted maximal effect; on the % scale 0 is the no-effect control and ±100 the full control effect
Target sequence (Q9Y253 whole entry, looked up): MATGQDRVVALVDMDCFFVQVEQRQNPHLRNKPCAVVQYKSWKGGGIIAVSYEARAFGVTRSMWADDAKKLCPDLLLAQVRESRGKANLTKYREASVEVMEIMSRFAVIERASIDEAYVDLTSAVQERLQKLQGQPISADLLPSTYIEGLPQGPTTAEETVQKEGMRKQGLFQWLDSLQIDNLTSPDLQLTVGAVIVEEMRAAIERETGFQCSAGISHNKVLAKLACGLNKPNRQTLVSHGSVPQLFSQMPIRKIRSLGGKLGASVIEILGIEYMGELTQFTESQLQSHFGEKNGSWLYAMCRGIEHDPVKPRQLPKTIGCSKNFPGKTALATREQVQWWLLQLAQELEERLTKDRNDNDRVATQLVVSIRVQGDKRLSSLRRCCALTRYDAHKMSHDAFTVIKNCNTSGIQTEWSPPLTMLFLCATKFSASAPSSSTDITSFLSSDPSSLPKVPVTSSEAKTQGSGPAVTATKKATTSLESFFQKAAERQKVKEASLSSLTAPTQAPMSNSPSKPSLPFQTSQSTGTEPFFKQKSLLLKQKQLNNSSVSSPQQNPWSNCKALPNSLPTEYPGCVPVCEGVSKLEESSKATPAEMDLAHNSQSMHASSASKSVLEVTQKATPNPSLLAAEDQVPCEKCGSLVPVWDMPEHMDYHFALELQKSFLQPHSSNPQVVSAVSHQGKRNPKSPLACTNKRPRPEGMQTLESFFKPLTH
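Fluorescent replication assay: 50 nM final substrate added after a 15 min room-temperature compound preincubation with 10 nM enzyme. Signal taken at 0 min and again at 10 min.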
Active calls of the source: *; u = inconclusive; x = no result given; & = joins results of further samples; [ ] = remark or other dose. Unless noted, the call rests on the fitted dose curve; in most records, active means well fitted curve in the direction sought with a large enough effect; inconclusive means small, poorly fitted or top-dose-only effect, or another doubt; inactive means no such curve, though single readings can be large; an effect the other way counts as inactive or inconclusive.

SMILES	APEX1 inh	LDHA block	POLB inh	ERG Ets-DNA blk	POLK inh	RGS4 inh	12-LOX inh	Anesthetic bind	POLH inh
CC(=O)c1ccc(NC(=O)Nc2ccc3c(c2)nc(C)n3C)cc1	-2.0%	0.2	u	-3.2%	-7.4%	3.0%	-1.3%	-14.9%	-19.6%
CCN(CC)c1cc(C)c2cc(NC(=O)c3ccccc3OC)ccc2n1	-2.0%	-2.0&4.8	u	-8.3%&3.5%	10.8%&-2.5%	-34.0%&9.5%	0.0%&0.0%	235.3%[activator]	-19.6%&-27.1%
COc1ccc(C2C(C(=O)N3CCC(C(N)=O)CC3)CC(=O)N2c2ccc(OC)cc2)cc1 (centres undefined)	4.0%	-3.4	-1.5%	-3.8%	-2.2%	25.5%	0.0%	-6.4%	-6.8%
Cc1n[nH]c(C)c1S(=O)(=O)N1CCCC(C(=O)NC2CCCCC2)C1 (centres undefined)	-4.1%	1.1	4.3%	-1.3%	13.0%	-16.7%	-2.3%	-7.3%	-4.9%
c1ccc(NCCCNc2ccccc2)cc1	-1.1%	4.1	16.0%	0.2%	-4.4%	-11.5%	0.0%	-13.8%	-16.3%
COc1ccc(C(=O)Nc2c(N)nc(SCC(=O)N3CCC(C)CC3)[nH]c2=O)cc1OC	7.8%	-4.2	16.0%	11.2%	-6.4%	22.6%	17.1%	-3.9%	-11.6%
COc1cccc(NC(=O)CCc2nc3c(C)nn(-c4ccc(C)cc4)c3n(C)c2=O)c1	x	-4.8	-19.4%	6.4%	-5.5%[60.1 µM]	3.3%	u	11.5%	2.3%
Cc1cc(NC(=O)CSc2ccc3nnc(CCNC(=O)c4ccccc4)n3n2)no1	-4.9%	-0.3	27.1%	-4.1%	8.6%	-0.5%	-13.8%	-6.9%	-6.6%
O=C(Nc1ccc2c(c1)C(=O)NC2=O)c1cccc(C(F)(F)F)c1	-6.1%	-2.2	79.4µM*	-8.8%	-22.7%	-6.0%	u	-0.4%	-8.4%
OCCNc1nc(OCC(F)(F)F)nc(N2CCN(C34CC5CC(CC(C5)C3)C4)CC2)n1	5.4%	-2.4	-20.4%	-5.0%	0.7%	-6.7%	10.5%	6.6%	-14.3%
COc1ccc(/C(C)=N/Nc2ccc(C(=O)O)cc2)c(OC)c1	-0.7%	8.4	17.7%	8.1%	0.3%	-12.3%	-7.3%	-0.2%	-2.4%
CS(=O)(=O)c1ccc(Cl)c(NC(=O)COC(=O)COc2ccc3c(c2)CCC3)c1	18.1%	-6.6	x	-1.8%	-3.6%	9.1%	6.7%	x	4.1%
Cn1cc(CNC(=O)Nc2ccc3c(c2)OCO3)cn1	9.2%	-3.4	0.4%	-3.2%	0.5%	-3.9%	-9.0%	-1.5%	-7.2%
CC[C@@]1(C(=O)OC)N[C@H](CN(C)C(=O)c2ccc(C)cc2)[C@@H]2C(=O)N(Cc3ccccc3)C(=O)[C@@H]21	9.7%	-3.0	x	2.2%	2.1%	5.8%	-13.3%	x	-1.8%
O=C(Cc1ccccc1)N1CCN(C(=O)c2cccs2)CC1	1.2%	-1.5	10.7%	-1.5%	2.8%	-5.5%	-5.9%	-11.0%	-11.7%
O=C(NCCS(=O)(=O)c1ccc(Cl)cc1)c1ccc(F)cc1	-1.9%	-7.6	2.1%	-0.1%	5.0%	-35.8%	4.1%	-9.9%	-22.6%
Cc1ccc(Oc2nnc(-c3ccccc3)c3ccccc23)cc1	8.4%	-10.3	-14.8%	-6.3%	-22.9%	6.2%	2.7%	-10.6%	-2.4%
Cc1ccc(C(=O)n2c(N)nc3ccccc32)cc1	-1.4%	0.1	-0.5%	11.2%	-3.2%	9.0%	-24.6%	-6.2%	-18.5%
CCC(Sc1ncccc1C(=O)OCCN1CCCC1=O)C(=O)NCc1ccco1 (centres undefined)	u	1.7	43.8%	6.7%	-17.0%	6.0%	-17.6%	-10.6%	6.1%
COc1ccc2c(-c3ccccc3)cc(SCC(=O)NC(N)=O)nc2c1	16.4%	-5.9	-22.1%	-2.6%	-15.2%	17.5%[56.9 µM]	0.6%	-5.1%	-22.6%
CCOc1ccc(NC(=O)CC2C(=O)Nc3ccccc3N2C(=O)c2ccccc2)cc1 (centres undefined)	-2.3%	-8.2	4.4%	-1.0%	-7.7%	13.1%	62.2%[activator]	-8.9%	-14.2%
COc1ccccc1NC(=O)c1c([N+](=O)[O-])c(C(C)(C)C)nn1C	-1.9%	-12.9	6.1%	-9.2%	-5.9%	10.5%	u	-2.6%	6.1%
O=C1N(c2ccccc2)C2CS(=O)(=O)CC2N1c1ccc(Cl)c(Cl)c1 (centres undefined)	-5.0%	-4.1	4.8%	x	-11.6%	-10.0%	3.2%	-18.9%	-6.0%
COc1ccc(-c2ccc(NC(=O)c3ccco3)cc2)nn1	34.1%	-8.6	x	-2.1%	-12.3%	-10.6%	-11.0%	x	8.2%
COC(=O)CCSCC(=O)N1N=C(c2ccc(OC)cc2)CC1c1cccc(OC)c1OC (centres undefined)	-2.7%	-10.1	-0.8%	-12.1%	-20.1%	2.2%	0.5%	34.8%[activator]	-10.4%

2 neighbouring records from above, for reference:
SMILES	APEX1 inh	LDHA block	POLB inh	ERG Ets-DNA blk	POLK inh	RGS4 inh	12-LOX inh	Anesthetic bind	POLH inh
CC(=O)c1ccc(NC(=O)Nc2ccc3c(c2)nc(C)n3C)cc1	-2.0%	0.2	u	-3.2%	-7.4%	3.0%	-1.3%	-14.9%	-19.6%
CCN(CC)c1cc(C)c2cc(NC(=O)c3ccccc3OC)ccc2n1	-2.0%	-2.0&4.8	u	-8.3%&3.5%	10.8%&-2.5%	-34.0%&9.5%	0.0%&0.0%	235.3%[activator]	-19.6%&-27.1%

Remaining list, next part
SMILES	APEX1 inh	LDHA block	POLB inh	ERG Ets-DNA blk	POLK inh	RGS4 inh	12-LOX inh	Anesthetic bind	POLH inh
CC(C)C(=O)NC(c1cccc([N+](=O)[O-])c1)c1ccc2cccnc2c1O (centres undefined)	-11.0%	4.3	-15.7%	-6.9%	-4.1%	-0.3%	u	-14.6%	-23.6%
Cn1c(=O)n(Cc2ccccc2Cl)c(=O)c2c1[nH]c(=S)n2C	-4.7%	-4.0	1.8%	-1.6%	-11.0%	u	-138.7%	0.3%	-7.4%
Cc1ccc(O)c(N=Nc2ccc(S(=O)(=O)N3CCOCC3)cc2)c1	7.9%	-5.8	-21.8%	-6.6%	-1.1%	0.0%	-1.9%	-19.5%	-0.6%
COc1ccc(-c2coc3cc4oc(=O)cc(-c5ccccc5)c4cc23)cc1F	8.2%	-11.0	-19.4%	6.9%	-11.6%	0.5%	-5.0%	-4.6%	-11.1%
CC12CCC(C(=O)Nc3ccc(Br)cn3)(OC1=O)C2(C)C (centres undefined)	-0.1%	-5.1	21.7%	13.2%	1.5%	2.6%	0.0%	-10.2%	-11.2%
CS/C(N)=N/N=C/c1ccc([N+](=O)[O-])cc1	14.5%	-11.1	30.6%	-5.3%	-5.0%	u	-34.4%	-18.6%	4.4%
CCc1ccc(NC(=O)N2CCN(Cc3nc4ccc(C)cc4o3)CC2)cc1	x	0.9	0.5%	-2.0%	-6.8%[60.1 µM]	24.0%	-10.1%	-0.7%	-11.6%
Cn1c(=O)c2c(ncn2CCOc2cccc(Br)c2)n(C)c1=O	9.0%	-2.1	29.8%	0.7%	4.9%	-21.4%	3.6%	-7.5%	-5.1%
Cc1cccc(NC(=O)Nc2ccc(C#N)cc2)n1	-1.1%	-2.1	9.8%	-3.4%	-9.6%	4.1%	-14.7%	6.1%	3.9%
CCCCN(CCCC)CC(O)COc1ccccc1C(=O)Nc1ccccc1 (centres undefined)	7.0%	1.4	u	-1.3%	-11.7%	18.6%	13.9%	-22.4%	-3.6%
O=C(Nc1cccc(C(F)(F)F)c1)c1cc2c(s1)-c1ccccc1OC2	-2.5%	-9.5	u	-1.4%	-13.7%	6.8%	-16.3%	100.9%[activator]	-7.2%
Cc1ccc2c(c1)C(c1ccccc1)N(C(=O)Cc1ccc(F)cc1)CC(=O)N2 (centres undefined)	x	-3.2	11.6%	3.8%	6.2%	-7.8%	9.6%	-6.7%	-14.8%
CCN(CC)C(=O)CC(c1cc(OC)c(OC)c(OC)c1)c1c(OC)cc(OC)c2ccc(=O)oc12 (centres undefined)	-3.7%&-0.6%	-0.2	5.1%	9.0%	-10.5%&-9.0%	12.8%&-2.2%	33.4%[activator]	-7.5%&1.2%	-1.9%
Cn1c(=O)oc2cc(S(=O)(=O)Nc3ccccc3F)ccc21	-7.4%	-3.8	45.7%	-3.7%	-1.7%	-0.1%	-1.4%	-5.9%	-10.1%
COc1cccc(C(=O)NCCC2=CCCCC2)c1OC	-5.0%	-1.6	16.7%	-4.3%	-0.7%	-21.6%	26.6%	-3.9%	-15.3%
CC(C)NS(=O)(=O)c1ccc(OCC(=O)Nc2ccc(F)cc2F)cc1	3.9%	-10.6	1.9%	3.9%	-3.1%	7.0%	17.1%	-18.6%	-15.7%
CN1CCCC(C#CC(O)(c2ccccc2)c2ccccc2)C1 (centres undefined)	3.4%	-11.7	0.1%	10.7%	-10.5%	2.5%	u	-4.4%	-9.6%
COc1ccc(C(=O)NCc2ccc(C)cc2)cc1S(=O)(=O)N1CCCC1	-5.6%	-3.6	x	-4.3%	0.0%	9.6%	30.3%[activator]	x	-9.9%
CCC[C@@H]1CCCC/C=C\CCCC(=O)OCCN1C(=O)OC(C)(C)C	36.3%	1.0	x	-1.6%	14.1%	-11.2%	-7.0%	x	-12.2%
CCc1ccccc1NC(=O)CSc1ncc2c(n1)-c1ccccc1N(C)S2(=O)=O	x	2.0	-1.4%	-2.6%	9.7%	-24.0%	u	u	-17.3%

This is a subset; the hit share may differ from the screen's.
